PME-1 primary = blocks human protein phosphatase methylesterase 1 | AID 2130 | Q9Y570 | 320,000 tested, 0.53% active | inhibition, % at 5.9 µM | recombinant PME-1, FP-Rh probe fluorescence polarization;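 active = inhibition above the campaign mean of all compounds plus 3 SD, cut at about 26% in these data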;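 note: competitive labeling of PME-1 active site by serine hydrolase directed probe; 0% = PME-1 with DMSO and 100% = wells lacking PME-1 enzyme; inhibitors block probe labeling so polarization falls and inhibition rises; many of its hits are not listed in these tables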
Fam108B inh = Fam108B inhibition, counter-screen for RBBP9 inhibitors; recombinant Fam108B, FP-Rh probe fluorescence polarization; inhibition, % at 9.51 µM; 300,000 tested, 0.33% active;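 active = inhibition above the screen mean inhibition plus 3 SD, computed separately per campaign, cut at about 18% in these data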;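 note: inhibitors lower polarization as less probe binds the enzyme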
TPT1 inh = C. albicans TPT1 enzyme inhibition; recombinant caTPT1, FP RNA substrate dephosphorylation; inhibition, % at 5 µM; AID 1962; 300,000 tested, 0.81% active;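 active = inhibition above the mean of all tested compounds plus 3 SD, set per screening campaign, cut at about 24% in these data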;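 note: plate controls were DMSO alone for no effect and ferristatin control at 100 nM for full effect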
GLD-1 RNA inh = GLD-1-TGE RNA interaction inhibition (C. elegans). 320,000 tested, 0.44% active. inhibition, % at 5.96 µM. purified GLD-1 + fluorescein TGE RNA, fluorescence polarization. AID 2280;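 active = percent inhibition above a per-plate cutoff, the plate mean of test compounds plus 3 SD, cut at about 30% in these data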;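 note: 0% = DMSO wells with GLD-1 and probe and 100% = wells lacking GLD-1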
Target sequence (Q17339 whole entry, looked up): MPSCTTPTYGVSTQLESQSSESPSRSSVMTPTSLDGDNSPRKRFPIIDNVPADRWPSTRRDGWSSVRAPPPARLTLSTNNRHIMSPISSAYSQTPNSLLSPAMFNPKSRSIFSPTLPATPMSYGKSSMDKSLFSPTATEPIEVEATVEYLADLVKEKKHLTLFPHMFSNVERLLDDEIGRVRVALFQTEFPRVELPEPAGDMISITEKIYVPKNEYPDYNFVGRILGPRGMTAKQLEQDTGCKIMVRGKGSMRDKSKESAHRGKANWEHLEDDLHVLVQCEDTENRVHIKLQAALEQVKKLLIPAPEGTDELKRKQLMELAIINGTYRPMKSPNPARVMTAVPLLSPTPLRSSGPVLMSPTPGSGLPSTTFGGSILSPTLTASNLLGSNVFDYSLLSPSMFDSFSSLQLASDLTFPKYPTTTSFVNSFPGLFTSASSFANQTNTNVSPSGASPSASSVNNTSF
MEX-5 binding = C. elegans MEX-5 TCR-2 RNA binding activity; 300,000 tested, 0.38% active; Q9XUB2; AID 1832; activity score (negative = inhibition of binding), % at 10 µM; MEX-5/FITC-TCR2 RNA binding, fluorescence polarization; active compounds read low;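 active = inhibition past about -25% in most replicates, and total fluorescence under double the plate's negative control median, limit read from the data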;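 note: 0% = DMSO and -100% = 5 µM competing unlabeled TCR2 RNA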
Bcl-xL primary = Bcl-xL (human) inhibition; Q07817; GST-Bcl-xL / FITC-Bim BH3 peptide fluorescence polarization; inhibition, % at 10.9 µM; 320,000 tested, 0.7% active; AID 2129;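 active = inhibition above the mean of all tested compounds plus 3 SD, cutoff set per campaign, cut at about 30% in these data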;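 note: 0% = DMSO wells and 100% = unlabeled Bim-BH3 peptide competitor; inhibitors lower millipolarization by displacing the labeled peptide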
Target sequence (Q07817 whole entry, looked up): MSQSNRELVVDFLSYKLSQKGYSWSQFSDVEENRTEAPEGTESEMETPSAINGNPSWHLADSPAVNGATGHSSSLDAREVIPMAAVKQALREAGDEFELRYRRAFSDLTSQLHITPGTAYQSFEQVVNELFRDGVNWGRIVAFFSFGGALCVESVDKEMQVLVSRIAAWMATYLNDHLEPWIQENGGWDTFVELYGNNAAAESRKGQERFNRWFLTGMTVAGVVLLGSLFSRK
PAD4 inh = blocks human protein arginine deiminase 4. 330,000 tested, 0.41% active. recombinant PAD4, RCA probe fluorescence polarization. inhibition, % at 6.36 µM. Q9UM07;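 active = percent inhibition above a cutoff equal to the mean of all tested compounds plus 3 SD, cut at about 15% in these data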;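 note: 0% = PAD4 with RCA probe and DMSO and 100% = probe without PAD4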
MCL1-BIM inh = inhibitors of human MCL1 binding to BIM-BH3 peptide; inhibition, % at 10.9 µM; GST-MCL1 / FITC-Bim-BH3 fluorescence polarization; 320,000 tested, 0.68% active; AID 2057; Q07820;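 active = inhibition above the mean inhibition of all tested compounds plus 3 SD, set per campaign, cut at about 40% in these data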;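 note: 0% = DMSO wells and 100% = unlabeled Bim-BH3 peptide control; higher means more loss of mP so more displacement of Bim peptide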
Target sequence (Q07820 whole entry, looked up): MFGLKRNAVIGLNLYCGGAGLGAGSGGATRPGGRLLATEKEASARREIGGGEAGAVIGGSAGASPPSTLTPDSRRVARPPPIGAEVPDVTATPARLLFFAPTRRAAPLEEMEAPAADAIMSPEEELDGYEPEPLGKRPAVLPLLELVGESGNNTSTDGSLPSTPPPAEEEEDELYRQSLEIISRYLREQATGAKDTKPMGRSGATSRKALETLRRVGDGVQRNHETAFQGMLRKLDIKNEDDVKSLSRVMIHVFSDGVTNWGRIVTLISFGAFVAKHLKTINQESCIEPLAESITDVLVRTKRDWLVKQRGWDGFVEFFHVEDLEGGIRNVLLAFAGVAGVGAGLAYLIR
GSTO1 inh = GSTO1 inhibition, counter-screen for RBBP9 inhibitors. recombinant GSTO1, activity-based probe fluorescence polarization. inhibition, % at 5.96 µM. 300,000 tested, 1.1% active;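 active = inhibition above the campaign mean inhibition plus 3 SD, cut at about 35% in these data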;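 note: 0% = GSTO1-1 with DMSO and 100% = wells lacking GSTO1-1 enzyme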
Active calls of the source: *; . = no result given; & = joins results of further samples. Not all compounds are listed; rates above refer to the full screens.

Every second line gives: PAD4 inh	GSTO1 inh	Fam108B inh	MCL1-BIM inh	Bcl-xL primary	GLD-1 RNA inh	MEX-5 binding	TPT1 inh	PME-1 primary
CCOC(=O)[C@H](CCc1ccccc1)N[C@@H](C)C(=O)N1CCC[C@H]1C(=O)O
  0&1	4&2	-4&1	-2&-5	1&-2	6&7	-3.9	-2&-1	-3&-1
CC1(C(=O)Oc2ccccc2)Cc2ccccc2C(=O)O1 (configuration not stated)
  1	10	0	-1	-2	-2	-0.3	-2	-1
CC(C)SCCCOc1ccc(C(C)(C)C)cc1
  1	2	0	4	4	1	-0.6	-3	1
CCOC(=O)C1CCCN(S(=O)(=O)CCNC(=O)c2cccc(OC)c2)C1 (configuration not stated)
  -6	-2	7	4	0	-4	1.0	-4	-2
C[C@H](NC(=O)Cc1cccc2ccccc12)C(=O)N1CCCN(C)CC1
  -1	-3	3	9	5	-4	-0.8	4	4
C=CCN(CC=C)CCOc1ccccc1
  -1	2	3	2	7	1	-0.3	-4	-2
O=C(COC(=O)c1ccc(S(=O)(=O)N2CCCC2)cc1)NCc1ccccc1
  -5	-2	0	-4	-2	5	-0.5	-2	10
O=C(Nc1cccc2ncccc12)c1ccccc1[N+](=O)[O-]
  -2	2	0	12	9	-4	-4.5	-5	9
Cc1cc(CSc2ccccc2C(=O)O)on1
  3	4	2	3	3	0	1.2	-3	0
CCNC(=O)Oc1ccc(-c2csnn2)cc1
  -4	10	4	-8	0	2	2.4	-2	0
CCS(=O)(=O)CCSc1nc(C)cc(C)c1C#N
  -3	8	-2	3	7	-4	-0.6	-3	3
CCCCCCn1c(SCC(=O)c2c(N)n(C)c(=O)n(C)c2=O)nc2ccccc21
  -3	7	6	-8	-4	4	1.3	-4	1
COc1ccc(-c2cn(Cc3ccc(C)cc3)nn2)cc1
  -2	2	0	1	2	4	2.7	-1	8
Clc1cccc(Cl)c1/C=C/c1nc2ccccc2[nH]1
  -4	-8	-9	3	6	-1	0.1	1	-28
COc1ccccc1CCC(=O)N1CCN(S(=O)(=O)c2cccc(F)c2)CC1
  2	2	5	-2	0	7	0.4	-3	6
Cc1cccn2c(=O)nc(SCC(=O)Nc3cccc4ccccc34)nc12
  -2	-7	0	2	9	0	0.3	0	-1
CCOC(=O)c1ccc(N(C(=O)c2ccco2)C(C(=O)NC2CCCC2)c2ccncc2)cc1 (configuration not stated)
  -2	-1	1	0	-2	4	2.8	0	1
COc1ccc2c(Cl)c(C(=O)NN3CCN(C)CC3)sc2c1
  -6	-2	4	4	7	3	5.1	-1	6
Nc1nnnn1/N=C/c1cc(Cl)ccc1O
  1	-2	2	26	23	38*	-23	-10	2
CCCCC/C=C/C1=CC(=O)C[C@H](c2ccc3c(c2)OCO3)C1
  0	.	.	5	5	-1	.	.	3
COc1ccc(N2CCN(C(=O)c3oc4ccccc4c3NC(=O)Cc3cccc(OC)c3)CC2)cc1
  -2	-3	5	1	3	-8	1.6	-1	4
C#CCOC(=O)/C(=C/c1ccc(F)cc1)NC(C)=O
  -5	-3	3	12	10	-3	-2.0	-1	5
COc1ccc(/C=C(\C#N)C(=O)OCC(=O)Nc2ccc(-c3nc4ccc(C)cc4s3)cc2)cc1
  -1	5	-3	3	4	-1	-1.7	-2	-4
O=S(=O)(Nc1cc(Sc2cccc3cccnc23)c(O)c2ccccc12)c1ccc(F)cc1
  29*	57*	6	23	19	26	1.8	0	12
CC1=C(C(=O)OC(C)C)C(c2c[nH]c3ccccc23)n2ncnc2N1 (configuration not stated)
  -8	-2	2	-3	-2	3	0.7	-1	2
COC(=O)C1=CN(Cc2ccccc2)C=C(C(=O)OC)C1c1cc(F)ccc1F
  -4	7	-5	-2	6	-2	-1.4	-1	2
COc1cc(OC)cc(C(=O)NC(=S)Nc2cccnc2)c1
  2	2	-4	5	4	-1	-1.8	2	-1
O=C(NCCCCc1ccccc1)C12CN(Cc3ccccc3)CC1C(c1cccc([N+](=O)[O-])c1)=NO2 (configuration not stated)
  10	-1	12	-2	1	-3	-0.9	-1	0
Cn1cccc1C(=O)NCC(c1ccc(F)cc1)N1CCOCC1 (configuration not stated)
  3	8	-2	-4	0	-6	0.9	-1	4
CCOC(=O)c1cc(C#N)c(SCC(=O)c2cc(C#N)c(SC)nc2C)nc1C
  0	-5	-16	2	0	5	-3.1	0	4
Cc1ccsc1/C=C1\SC(N2CCOCC2)=NC1=O
  3	-8	3	5	1	-1	-0.5	3	0
Cc1ccc(-n2nc(CC#N)c(C#N)c2N)cc1
  0	7	0	14	9	0	-0.1	-1	-6
O=C(Cc1ccccc1)N/N=C/c1cc(Br)cc(Cl)c1O
  -14	-5	0	9	-1	-3	3.3	-7	4
O=C(COc1ccc([N+](=O)[O-])cc1)N(Cc1cccs1)C1CCS(=O)(=O)C1 (configuration not stated)
  -4	-5	1	1	3	-3	2.8	-1	4
COc1ccc(S(=O)(=O)N2CCCC(C(=O)N3CCN(C)CC3)C2)cc1Cl (configuration not stated)
  -1	-5	1	2	-1	6	1.0	2	6
CCC(C)C1NC(=S)N(C2CCCCC2)C1=O (configuration not stated)
  -1	1	-3	9	5	4	1.1	-5	6
CCCOc1ccc(CCN2CCC(=O)NC2=O)cc1C
  -1	10	-1	-14	0	4	.	-7	-5
CC(=O)c1cccc(N=C2NC(=O)C(CO)(CO)S2)c1
  3	-6	-2	8	1	0	-1.0	-2	1
O=C(CSc1nnc(SCc2ccc(Cl)cc2)s1)N/N=C/c1c(Cl)cccc1Cl
  3	-2	-19	12	3	-2	0.3	-4	-7
COc1ccc2cnn(CCOc3cc(C)ccc3C(C)C)c(=O)c2c1OC
  -3	7	-4	1	9	-4	0.6	2	1
Cc1ccc(NC(=O)CCCN2C(=S)NC(C)(C)CC2C)cc1 (configuration not stated)
  0	-8	-4	4	8	5	0.8	2	-4
CCOc1ccc(N(CC(=O)Nc2ccccc2C(=O)N2CCCC2)S(C)(=O)=O)cc1
  -3	-1	-2	-1	-1	0	0.5	-1	-3
CCN(CC(=O)Nc1c(F)cccc1F)C(=O)CCNC(=O)c1ccccc1OC
  3	3	3	-2	3	7	-0.1	-5	2
Cc1ccc(NC(=O)C2CCCN(S(=O)(=O)c3ccc4c(c3)oc(=O)n4C)C2)nc1 (configuration not stated)
  2	7	0	3	2	7	-0.2	-2	-1
CCOC(=O)Cn1cc(Cl)cc(C(=O)Nc2ccccc2)c1=O
  1	-2	-1	-3	0	6	1.0	2	-2
N#Cc1ccccc1S(=O)(=O)N1CCN(C(=O)c2cn(-c3ccccc3)nc2-c2cccnc2)CC1
  3	.	.	9	-6	5	.	.	-2
CCCOc1ccc(C2C(C(=O)c3cc4ccccc4o3)=C(O)C(=O)N2c2cc(C)on2)cc1OC (configuration not stated)
  -5	-3	1	-1	0	-5	0.0	2	3
O=C1N(CCCl)c2ccc(Br)cc2C12OCCO2
  3	6	0	-3	0	2	2.4	3	-3
COc1ccccc1N1CCN(C(=O)CSc2ncnc3scc(-c4ccccc4)c23)CC1
  1	-2	2	-1	1	9	2.8	-1	14
CCCCc1nc2cc(C(=O)NC(C)c3cnn(C)c3)ccc2o1 (configuration not stated)
  -3	2	3	-6	4	2	-0.8	2	-2
Cc1ccc(NC2=CC(=O)OC(C)C2)cc1 (configuration not stated)
  -5	3	1	-2	2	3	0.6	-4	-4
COCCn1c(C)cc(/C=C(\C#N)C(=O)OC(C)C(=O)Nc2ccc(NC(C)=O)cc2)c1C (configuration not stated)
  5	-14	-10	-1	3	-2	0.2	4	-19
O=C(Cc1cccs1)N1CCN(S(=O)(=O)c2ccc(F)cc2)CC1
  -5	0	0	2	0	0	-0.3	-1	-1
Cc1ccc(NC(=O)CS(=O)CC(=O)NCCCN(C)c2ccccc2)cc1 (configuration not stated)
  -2	0	1	7	0	6	1.4	1	-6
O=C(CSc1nc(=O)n2ccccc2n1)N1CCN(c2ccccc2)CC1
  -6	0	4	-2	2	-8	-3.5	2	5
CCN(CC)C(=O)Cn1cc(SCC(=O)Nc2cc(C)on2)c2ccccc21
  -4	3	0	2	3	0	0.1	-2	3
CC(=O)c1c(-c2ccc(Cl)cc2Cl)noc1C
  -3	6	-3	5	4	-2	-1.2	-4	-2
C=CCNC(=S)NN(c1ccccc1)c1ccccc1
  -2	3	1	6	3	-5	0.0	-1	3
Cc1cccnc1Nc1nc(-c2ccc(F)cc2)cs1
  -5	-2	0	10	3	5	0.8	-1	3
COc1ccc(C(=O)Nc2ccccc2-c2ccccc2)cc1Cl
  -5	-1	0	7	-1	9	0.1	1	2

Next section
Every second line gives: PAD4 inh	GSTO1 inh	Fam108B inh	MCL1-BIM inh	Bcl-xL primary	GLD-1 RNA inh	MEX-5 binding	TPT1 inh	PME-1 primary
Cc1ccc(S(=O)(=O)NC(C)C(c2cccs2)N2CCN(C)CC2)cc1 (configuration not stated)
  4	1	2	1	4	3	-0.1	1	-1
O=C(CSc1nnc2ccccn12)c1ccc(Cl)cc1
  -1	36*	1	-2	4	10	1.5	-2	-2
Cc1nc(C)c(-c2ccnc(/N=C/NO)n2)s1
  -5	6	-1	1	6	8	-1.4	-2	3
O=C(Nc1cccc(Oc2ccc3c(c2)C(=O)NC3=O)c1)c1ccco1
  -1	2	-3	4	4	11	-1.4	-6	-6
COCc1c(C(=O)OC)nnn1-c1ccc(C(F)(F)F)cc1[N+](=O)[O-]
  -1	12	8	9	3	-1	-0.2	-1	4
Cc1ccc(S(=O)(=O)N2CCN(Cc3cccc(C)c3O)CC2)cc1
  -6	13	-1	0	0	0	-2.0	0	0
CCc1ccccc1NC(=S)NC1CC2CCCC(C1)N2Cc1cccs1 (configuration not stated)
  5	4	-1	10	0	2	0.6	-3	-2
CC(C)OC(=O)NC(c1ccccc1)C(Cl)(Cl)Cl (configuration not stated)
  4	1	6	11	11	28	-0.8	-4	0
C=C[C@H]1[C@H](OC2OC(CO)C(O)C(O)C2O)OC=C(C(=O)OC)[C@H]1C[C@H]1CC(=O)C[C@H](CC(=O)CCc2ccc(O)cc2)O1 (some centres not stated)
  1	9	-2	3	5	4	-0.1	-3	3
Cc1c(NC(=O)c2cc(-n3cnnc3)ccc2Cl)cccc1-c1nc2ccccc2s1
  0	-7	-6	4	-7	5	-0.6	-2	-2
COC(=O)c1sccc1-c1ccc(C(=O)Nc2ccccc2)o1
  -6	-8	-11	-3	0	6	-1.2	4	-11
CCCCN1Cc2c(nc3cc(-c4ccco4)[nH]n3c2=O)C1=O
  5	-59	11	66*	29	-11	-4.2	-1	-13
CN(Cc1ccco1)S(=O)(=O)c1nnc(NC(=O)c2ccccc2Cl)s1
  -2	-25	0	13	13	3	-2.1	0	-3

Of the compounds above, these have bromine:
Every second line gives: PAD4 inh	GSTO1 inh	Fam108B inh	MCL1-BIM inh	Bcl-xL primary	GLD-1 RNA inh	MEX-5 binding	TPT1 inh	PME-1 primary
O=C(Cc1ccccc1)N/N=C/c1cc(Br)cc(Cl)c1O
  -14	-5	0	9	-1	-3	3.3	-7	4
O=C1N(CCCl)c2ccc(Br)cc2C12OCCO2
  3	6	0	-3	0	2	2.4	3	-3

Assay outcomes from PubChem BioAssay.
